# Source: PubChem BioAssay
# M1 antag = human M1 muscarinic receptor antagonists, primary screen, CHO-K1 cells, Fluo-8 calcium fluorescence, 1536-well | Muscarinic acetylcholine receptor M1 (Homo sapiens), P11229 | CHO-K1 hM1, ACh EC80 antagonist | inhibition, % at 3 µM | hit rate 1.3% among 360,000 | AID 588852, 2011;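 active means percent inhibition above its own plate's cutoff, namely the mean of that plate's compound wells plus 3 SD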;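 further: peak over basal fluorescence ratio during 140 s after agonist addition; 0% = ACh EC80 plus DMSO and 100% = DMSO alone without agonist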
# Target sequence (P11229 whole entry, looked up): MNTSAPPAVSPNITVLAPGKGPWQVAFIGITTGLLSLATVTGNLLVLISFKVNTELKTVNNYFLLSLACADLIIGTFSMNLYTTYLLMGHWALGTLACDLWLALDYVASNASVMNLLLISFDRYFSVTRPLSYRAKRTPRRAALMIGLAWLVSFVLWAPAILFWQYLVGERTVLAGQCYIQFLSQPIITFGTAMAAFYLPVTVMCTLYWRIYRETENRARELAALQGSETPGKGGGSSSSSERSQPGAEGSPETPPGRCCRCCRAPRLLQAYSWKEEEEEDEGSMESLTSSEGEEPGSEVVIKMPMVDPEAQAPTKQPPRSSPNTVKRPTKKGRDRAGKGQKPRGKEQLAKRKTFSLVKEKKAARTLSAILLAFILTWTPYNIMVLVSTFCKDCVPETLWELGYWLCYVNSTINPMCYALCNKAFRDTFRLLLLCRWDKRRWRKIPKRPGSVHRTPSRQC
# M5 antag = human M5 muscarinic receptor antagonists, primary screen, CHO cells, Fluo-8 calcium fluorescence. CHO-hM5 cells, ACh EC80. inhibition, % at 3 µM. Muscarinic acetylcholine receptor M5 (Homo sapiens), P08912. hit rate 0.59% among 360,000;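 active means inhibition above a per-plate cutoff, the mean of that plate's test compounds plus 3 SD, cut at about 27% in these data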;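 further: 0% = acetylcholine EC80 with DMSO and 100% = DMSO without agonist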
# CHRM5 PAM = human M5 muscarinic receptor positive allosteric modulators, primary screen, CHO-K1 cells, Fluo-8 calcium fluorescence; Muscarinic acetylcholine receptor M5 (Homo sapiens), P08912; activation, % at 3 µM; hit rate 0.3% among 360,000; CHO-K1 hM5, ACh EC20 PAM; 0% = ACh EC20, 100% = ACh EC100;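 active means activation above the run cutoff, the mean activation of all test compounds plus 3 SD, cut at about 18% in these data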
#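 Assay system – human M5 receptor in CHO-K1 cells · Read-out – % activation, ACh-normalized · Technique – Fluo-8 calcium fluorescence · Dosing – single-point, 3 µM nominal · Incubation – Fluo-8 loading 80 min at 37 °C plus 30 min room temperature · Repeats – singlicate, one well per test compound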
# CHRM5 agonist = human M5 muscarinic receptor agonists, primary screen, CHO-K1 cells, Fluo-8 calcium fluorescence | CHO-K1 hM5 cells; 0% DMSO wells, 100% maximal acetylcholine response | activation, % at 3 µM | hit rate 0.19% among 360,000 | AID 624037, 2012;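 active means activation above the run's mean over test compounds plus 3 SD, cut at about 23% in these data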;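 further: signal is peak over basal fluorescence ratio across the kinetic read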
# CHRM1 PAM = human M1 muscarinic receptor positive allosteric modulators, primary screen, CHO-K1 cells, Fluo-8 calcium fluorescence, 1536-well; Muscarinic acetylcholine receptor M1 (Homo sapiens), P11229; CHO-K1 hM1, ACh EC20; 0% = ACh EC20, 100% = maximal ACh; activation, % at 3 µM; hit rate 0.088% among 360,000; AID 588819, 2011; in the data active means activation above about 19%, passing the limit was not always enough
# CRFBP-R2 agonist = agonists of CRF-BP/CRF-R2 complex, primary screen, cell-based, HEK293, calcium dye fluorescence, uHTS; CRF-binding protein / CRF receptor 2 complex (human); calcium dye fluorescence (FLIPR); percent of saturating CRF peptide response; activation, % at 13.2 µM; hit rate 0.46% among 350,000; AID 588473, 2011;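 active means activation of at least 50%, plus an integration ratio under a set limit after plate pattern correction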;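 further: plate controls were neutral control wells without compound for no effect and CRF at EC100 for full effect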
# CHRM4 PAM = human M4 muscarinic receptor positive allosteric modulators, primary screen, CHO-K1 cells, Fluo-8 calcium fluorescence; Muscarinic acetylcholine receptor M4 (Homo sapiens), P08173; CHO-K1 hM4/Gqi5, ACh EC20; 0% = ACh EC20, 100% = maximal ACh; activation, % at 3 µM; hit rate 0.4% among 360,000; AID 624126, 2012;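 active means activation above its plate's cutoff, the mean activation of sample wells plus 3 SD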; further: some results filed as inactive read as strong as hits
# Target sequence (P08173 whole entry, looked up): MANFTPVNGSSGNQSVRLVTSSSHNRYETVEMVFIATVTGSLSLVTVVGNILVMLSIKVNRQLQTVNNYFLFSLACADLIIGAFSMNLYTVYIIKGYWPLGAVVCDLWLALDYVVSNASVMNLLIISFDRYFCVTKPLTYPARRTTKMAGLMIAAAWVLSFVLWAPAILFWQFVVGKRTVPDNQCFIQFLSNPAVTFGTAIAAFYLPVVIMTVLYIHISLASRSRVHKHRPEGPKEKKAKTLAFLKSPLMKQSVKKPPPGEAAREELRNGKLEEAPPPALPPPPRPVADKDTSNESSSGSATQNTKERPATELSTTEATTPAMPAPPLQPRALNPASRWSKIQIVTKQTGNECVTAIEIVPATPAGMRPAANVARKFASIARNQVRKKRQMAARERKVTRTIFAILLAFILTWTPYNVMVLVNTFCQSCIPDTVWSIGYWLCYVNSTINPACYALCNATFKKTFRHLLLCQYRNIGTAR
# M4 antag = human M4 muscarinic receptor antagonists, primary screen, CHO cells, Fluo-8 calcium fluorescence; Muscarinic acetylcholine receptor M4 (Homo sapiens), P08173; inhibition, % at 3 µM; AID 624125, 2012; CHO-hM4 cells, ACh EC80; hit rate 0.73% among 360,000;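 active means inhibition above its plate's cutoff, the mean inhibition of sample wells plus 3 SD, cut at about 27% in these data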;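 further: 0% = acetylcholine EC80 with DMSO and 100% = DMSO without agonist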
# CHRM4 agonist = human M4 muscarinic receptor agonists, primary screen, CHO-K1 cells, Fluo-8 calcium fluorescence; Muscarinic acetylcholine receptor M4 (Homo sapiens), P08173; CHO-K1 hM4/Gqi5; vehicle 0%, full acetylcholine response 100%; activation, % at 3 µM; hit rate 0.14% among 360,000; AID 624127, 2012;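 active means activation above the run mean over all test wells plus 3 SD, cut at about 32% in these data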;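 further: peak over basal fluorescence ratio per well then scaled between controls; 0% = DMSO wells and 100% = acetylcholine at EC100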
# * = called active by the depositor.
SMILES,M1 antag,M5 antag,CHRM5 PAM,CHRM5 agonist,CHRM1 PAM,CRFBP-R2 agonist,CHRM4 PAM,M4 antag,CHRM4 agonist
O=C(COC(=O)[C@@H]1CC(O)CN1S(=O)(=O)c1ccccc1[N+](=O)[O-])Nc1ccc2ccccc2c1 (some centres undefined),12.5,15.7,-12.8,-2.3,-3.5,1.5,-12.1,2.6,11.1
Cc1ccc(C)c(Nc2c([N+](=O)[O-])ccc3nonc23)c1,-1.3,-2.6,4.8,8.4,5.8,-2.3,-0.5,-3.2,1.4
CCN(CC)S(=O)(=O)c1ccc2c(c1)c(=O)c(C(=O)NCCc1ccc(OC)c(OC)c1)cn2C,-15.5,6.1,-3.5,-1.6,9.0,-2.2,-1.0,-1.8,1.3
Nc1nnc(SCCN2C(=O)c3ccccc3S2(=O)=O)s1,-8.8,4.5,-0.5,2.5,2.0,0.9,3.7,-2.1,3.0
COc1ccccc1C(=O)NC(=O)Nc1c(C)cc(C)cc1C,-22.6,0.8,-0.8,-4.7,11.4,-1.6,-4.7,-1.1,-1.5
Cn1c(O)c(N=NC(=O)CNC(=O)c2ccccc2)c2cc(Br)ccc21,-5.5,5.1,11.5,-1.1,10.4,-4.4,6.1,8.8,0.6
Cc1oc2c(C)c3oc(=O)c(CCC(=O)NCCCn4ccnc4)c(C)c3cc2c1C,-18.4,1.1,3.5,-2.7,10.0,-1.5,10.9,-13.1,-0.7
O=C(NC1(C(F)(F)F)NC(=O)N(Cc2ccccc2)C1=O)c1cccs1 (centres undefined),-0.6,-2.9,-1.2,-1.0,5.7,1.7,-7.8,15.4,1.2
O=C(NNC(=S)NCc1ccc(Cl)cc1)c1cccnc1,-3.8,1.0,-3.4,-1.0,-2.3,0.3,-0.8,3.6,1.5
O=C(Nc1ncc([N+](=O)[O-])s1)c1ccc2c(c1)OCO2,14.4,6.4,-8.3,8.7,-8.4,36.1,-2.7,2.1,17.8
CCOCCCNC(=S)NC1CC2CCC(C1)N2Cc1ccccc1 (centres undefined),11.1,13.7,-3.3,-4.5,-16.1,-0.2,-0.7,2.0,2.1
C[C@@H]1CN([C@@H](C)CO)C(=O)Cc2cc(NS(=O)(=O)c3ccccc3)ccc2O[C@H]1CN(C)Cc1ccncc1,0.3,4.6,5.1,-1.8,-4.3,-1.2,-2.8,0.9,1.0
CCC1=C(OC(=O)N(CC)CC)N2C(=O)OC(=NCC(=O)OC)[C@]2(Cc2ccccc2)[C@H]2C1=CC[C@H]1C(=O)N(CC(=O)OC)C(=O)[C@H]12,15.1,18.8,-6.7,-1.8,-15.9,-0.8,6.3,2.0,2.2
CCCN=C1N(C)C[C@@H]2[C@@H]3C(=O)N(Cc4ccccc4)C(=O)[C@@H]3[C@](CC)(C(=O)OC)N12,-14.0,-10.6,3.8,-0.3,11.5,-1.9,-0.9,-15.6,-0.5
Nn1c(-c2ccc(F)cc2)nc2ccccc2c1=O,-12.4,13.3,-0.8,-0.5,9.8,-3.7,1.2,5.0,2.4
CCOc1ccc(NS(=O)(=O)c2ccc(C(=O)NCC3(N(C)C)CCCCC3)cc2)cc1,6.3,6.9,8.4,12.7,5.7,51.0*,2.1,2.6,12.2
COc1ccc(CCC(=O)NCc2ccc3c(c2)OCO3)cc1,-15.1,1.3,1.9,-3.2,14.7,-4.9,-0.8,-11.0,0.4
O=C(CN1CCN(C(=O)C2CCCO2)CC1)Nc1ccc(Br)cc1 (centres undefined),-2.7,-8.2,4.0,-2.9,6.3,1.2,-4.7,1.3,1.0
COc1cc(C2/C(=C(\O)c3ccc4c(c3)CC(C)O4)C(=O)C(=O)N2CCCn2ccnc2)cc(OC)c1OC (centres undefined),-4.3,3.0,-2.5,-4.7,6.0,0.6,-1.5,-23.5,0.8
CCOc1ccc(C(=O)Nc2nnn(CC)n2)cc1,11.7,6.2,2.7,-3.3,4.6,0.2,1.5,4.6,-0.5
C=CCOC(=O)C1=C[C@@H](c2ccccc2)C[C@@H](OCc2ccc(CO)cc2)O1,-11.0,8.9,2.0,-3.0,1.7,2.0,2.5,-18.2,-0.1
CC1CN(C(=O)c2ccc(NS(=O)(=O)c3ccc(C(C)(C)C)cc3)cc2)CC(C)O1 (centres undefined),19.0,1.8,-4.5,47.9*,-3.4,56.8*,-5.7,12.0,33.2*
Oc1ccc(-c2nccc(-c3ccccn3)n2)cc1,6.8,0.4,-8.2,-4.0,-4.5,-1.8,-4.6,-10.1,1.5
CN(C)C(=O)c1cccc(COc2ccc(N3C(N)=NC(N)=NC3(C)C)cc2Cl)c1,8.9,5.1,-7.5,-2.9,-3.7,-0.8,-5.9,9.4,1.0
CSc1cccc(CNC(=O)C2CCC(=O)N(CCc3ccccc3)C2)c1 (centres undefined),-15.8,4.0,-5.2,0.7,7.2,0.0,2.9,-3.5,4.1

# 3 compounds drawn at random from those above, as already listed:
SMILES,M1 antag,M5 antag,CHRM5 PAM,CHRM5 agonist,CHRM1 PAM,CRFBP-R2 agonist,CHRM4 PAM,M4 antag,CHRM4 agonist
COc1cc(C2/C(=C(\O)c3ccc4c(c3)CC(C)O4)C(=O)C(=O)N2CCCn2ccnc2)cc(OC)c1OC (centres undefined),-4.3,3.0,-2.5,-4.7,6.0,0.6,-1.5,-23.5,0.8
COc1ccccc1C(=O)NC(=O)Nc1c(C)cc(C)cc1C,-22.6,0.8,-0.8,-4.7,11.4,-1.6,-4.7,-1.1,-1.5
Cn1c(O)c(N=NC(=O)CNC(=O)c2ccccc2)c2cc(Br)ccc21,-5.5,5.1,11.5,-1.1,10.4,-4.4,6.1,8.8,0.6

# Other entries.
SMILES,M1 antag,M5 antag,CHRM5 PAM,CHRM5 agonist,CHRM1 PAM,CRFBP-R2 agonist,CHRM4 PAM,M4 antag,CHRM4 agonist
C=CCn1c(SCC(=O)Nc2cc(C)on2)nnc1C1COc2ccccc2O1 (centres undefined),-12.7,11.6,-0.8,-0.5,9.3,-0.1,5.6,-4.3,3.2
CCO[C@@H]1OC(C(=O)N2CCOCC2)=C[C@H](c2ccc(C(F)(F)F)cc2)[C@H]1CCCO,10.7,8.5,-13.9,2.8,-10.8,1.0,-4.7,-7.2,20.6
Cc1noc(C)c1COc1ccccc1C(=O)N(C)Cc1ccc(F)cc1,-0.8,3.6,-2.1,0.3,2.4,-0.4,8.9,-0.6,7.3
Cc1ccc(-c2cc(C(F)F)nc(S(C)(=O)=O)n2)cc1,-8.0,-6.7,14.8,-4.4,8.3,0.0,2.5,-4.9,-1.5
CC(=O)c1cccc(CN2CCCC(C(=O)c3ccc4c(c3)OCO4)C2)c1 (centres undefined),71.7*,3.2,-12.9,-9.9,-25.8,1.0,-20.4,19.0,1.2
COc1ccc(Cc2nnc(Nc3ccc(C)cc3)o2)cc1OC,-4.9,0.2,6.4,-0.3,7.8,-1.1,-7.8,3.6,1.1
COc1ccc(-c2csc(NC(=S)NC(=O)c3ccco3)n2)cc1,-10.2,-0.6,-0.3,0.5,13.0,-1.0,-2.0,0.1,0.1
CCSc1nc2ccccc2n1C(=O)/C=C/c1ccc(OC)c(OC)c1,0.9,-7.3,6.4,-0.7,7.5,2.0,2.1,-1.2,1.8
O=CC1=C(c2ccccc2)Oc2ccccc2O1,-9.3,3.9,3.5,-7.5,3.0,-1.6,-5.5,-1.6,0.2
CCc1ccc(NC(=O)CSc2nc3ccccc3c(=O)n2CCCC(=O)NCCCN2CCOCC2)cc1,3.3,3.5,4.4,-8.2,1.4,3.0,3.0,-3.7,1.4
C/C(=C\c1ccccc1)C(=O)Nc1nccs1,-1.4,11.1,-0.7,-4.2,3.4,-3.1,4.1,1.9,1.6
CCCCCNC(=O)c1cc(S(=O)(=O)N2CCCCC2)ccc1F,-2.9,-0.2,-2.2,2.2,2.0,-1.5,10.3,-9.0,0.1
C#CCN(C[C@@H]1[C@@H](OC(=O)NC2CCCC2)[C@@H](OC(=O)NC2CCCC2)Cn2c(=O)ccc(=O)n21)S(=O)(=O)c1ccc(C)cc1,-10.1,-2.6,1.3,-2.9,6.8,-2.9,0.5,4.3,-1.2
O=C(NNC(=O)c1ccccc1Br)c1cccc(Cl)c1,-8.6,-2.9,-0.4,4.5,9.9,0.5,1.5,-11.3,1.9
O=C(CN1C(=O)NC2(CCCCCC2)C1=O)Nc1ccccc1[N+](=O)[O-],-14.9,15.9,1.6,1.3,10.0,-0.3,5.7,-0.9,0.8
Cc1[nH]c2ccccc2c1C1=CN2CCS(=O)(=O)N=C2S1,-5.6,0.3,4.3,-2.1,5.8,-2.7,10.4,-6.1,0.7
CC12C(=O)N(c3cccc(OC(=O)c4ccco4)c3)C(=O)C1C1c3ccccc3C2c2ccccc21 (centres undefined),-3.3,1.7,-4.2,-1.5,2.9,-0.9,-7.7,-3.5,-0.8
Cc1cc(C)cc(C(=O)NC(CC(N)=O)c2ccc(N3CCN(c4ccccn4)CC3)c([N+](=O)[O-])c2)c1 (centres undefined),4.3,7.8,0.9,-0.6,2.6,-2.7,3.0,0.2,0.2
CCN(CC(=O)Nc1ccccc1OC)C(=O)CN1C(=O)NC2(CCCC2)C1=O,-21.7,-0.2,4.0,0.5,7.8,-0.8,6.8,1.9,0.3
Cc1cc(C)cc(SCc2noc(C(=O)NCCC(C)C)c2C(=O)NCCC(C)C)c1,-10.7,8.0,-3.1,0.1,14.7,2.2,8.8,7.1,1.9
COC(=O)c1c(O)c2ccccc2[nH]c1=O,-7.2,2.9,-0.8,-0.3,11.1,-1.4,5.9,2.0,0.2
N/C(=N\OC(=O)c1ccc2ccccc2c1)c1ccccc1Cl,10.8,15.6,-10.8,-6.5,-2.3,-1.3,2.5,-8.5,0.7
CCOC(=O)c1nc2ccc(C)cc2c2c1C1CC(c3c(Cl)cccc31)N2C(=O)OCc1ccccc1 (centres undefined),-1.9,-6.3,-0.1,0.1,3.5,-0.2,8.9,-12.9,0.7
CCN(CC)Cc1c(C(=O)N/N=C/c2ccc(C)o2)nnn1-c1nonc1N,-3.4,-5.6,7.1,-2.7,10.6,-1.0,11.7,-2.4,2.0
Cc1ccc(S(=O)(=O)N2CCCCC2)cc1NC(=O)CNCc1ccco1,8.2,3.9,-3.5,-1.9,-0.7,-1.4,-10.6,7.6,1.1
Cc1csc(NC(=O)Cn2nc(C)c([N+](=O)[O-])c2C)n1,4.9,14.8,-4.7,1.3,-0.6,3.3,-8.2,7.3,0.8
CC1CN(CCCOc2ccc([N+](=O)[O-])cc2)CC(C)O1 (centres undefined),6.6,1.3,-0.3,-3.5,-3.6,1.6,2.5,6.1,1.6
COc1cc(CCC(=O)OCC(=O)Nc2cccc(S(=O)(=O)N(C)C)c2)cc(OC)c1OC,10.9,12.0,2.7,2.1,-5.4,0.1,-2.2,11.3,4.9
CCc1n(CC(O)COCC2CC=CCC2)c2ccccc2[n+]1C (centres undefined),2.5,1.9,12.3,0.2,-0.1,-1.6,-4.9,5.6,0.2
